Screening data as filed in PubChem.
H9c2 TAG inh = inhibitors of triacylglycerol accumulation, primary screen, cell-based, uHTS, fluorescence, H9c2; H9c2 cells, Nile Red lipid (TAG) fluorescence; cells loaded with 200 µM oleic acid; inhibition, % at 12.5 µM; 0.66% of 230,000 active;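 active means pattern-corrected inhibition of lipid staining of at least 50% with the nuclear-stain viability signal not falling by more than 50%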;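 further: 0% = DMSO wells and 100% = triacsin C control wells; some results filed as inactive read as strong as hits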
H9c2 TAG inh DAPI viability = recorded beside H9c2 TAG inh, whose call it bears; DAPI nuclei signal change (viability), lower = more cytotoxic, %;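 whole-well DAPI fluorescence read on a plate reader as a viability signal; minus 50 percent equals half of cells still viable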
An asterisk follows results filed as active; i = inactive. A portion of the library; rates above refer to the full screens.

Fields – H9c2 TAG inh | H9c2 TAG inh DAPI viability
Cc1cc(C(F)(F)F)nc(Nc2nc(C)c3ccccc3n2)n1
 : -6 | 2
COc1cc(OC)c2c(-c3ccccc3)cc(=O)oc2c1C(CCN1CCCC(C)C1)c1ccc2c(c1)OCO2 (stereo unspecified)
 : 69* | -32*
COc1ccccc1NC(=O)Nc1ccncc1
 : 2 | -1
O=C(CN1CCC(O)(c2cccc(C(F)(F)F)c2)CC1)NCCc1ccccc1
 : 1 | -4
C=C(C)C(=O)Nc1nnc(-c2ccccc2C)s1
 : 8 | 1
CCN(Cc1ccccc1)S(=O)(=O)c1ccc(C(=O)N(CCCN(C)C)c2nc3c(C)c(C)ccc3s2)cc1
 : 21 | 3
C=CCN(C(=O)Cn1nnc2ccccc21)C(C(=O)NCCOC)c1ccc(OC)cc1OC (stereo unspecified)
 : -13 | 6
O=C(Nc1cc([N+](=O)[O-])ccc1N1CCOCC1)c1ccco1
 : -5 | -12
CCOc1ccc(-n2c(-c3ccccc3)nnc2-c2ccccc2)cc1
 : 10 | 3
CC1CC(C)CN(CCCNC(=O)c2ccc(CS(=O)(=O)Cc3ccccc3F)o2)C1 (stereo unspecified)
 : 7 | 3
COc1ccc(CCn2nnc3ccccc3c2=O)cc1OC
 : -16 | 6
CCOC(=O)C1CCN(C(=O)COc2ccc(S(=O)(=O)NC(C)C)cc2Cl)CC1
 : 10 | -1
COc1ccc(C(=O)COC(=O)CNC(=O)c2ccc(C)s2)c(OC)c1
 : 8 | 6
CC(=O)Oc1cccc(C2C3=C(CC(C)(C)CC3=O)Nc3ccccc3N2C(C)=O)c1 (stereo unspecified)
 : 0 | -9
Cc1ccc2nc(C)cc(Nc3ccc4c(c3)OCCO4)c2c1
 : 3 | 14
COc1ccccc1NC(CC(=O)c1ccccc1)C(=O)OCC(=O)c1ccc(F)cc1 (stereo unspecified)
 : -8 | 10
Cc1cc(C)cc(NC(=O)Nc2ccc(N3CCCCC3)cc2)c1
 : -16 | 4
CC(C)Cc1nnc(NC(=O)c2ccc3c(c2)OCCO3)s1
 : 9 | 1
C#CCOc1ccc(CNC[C@H]2O[C@@H](n3cnc4c(N)ncnc43)[C@H](O)[C@@H]2O)cc1
 : -1 | -1
CCOC(=O)C(NCc1ccco1)(NC(=O)c1ccccc1)C(F)(F)F (stereo unspecified)
 : 12 | 5
CCOC(=O)C1C(=O)C(=O)N(C(C)C)C1C(=O)OCC (stereo unspecified)
 : 4 | -1
CCCCCC(=O)N1CC2(CC(c3cccc(NC(=O)COc4ccc(Cl)cc4)c3)=NO2)C[C@@H]1C(N)=O (stereo partly specified)
 : -9 | 10
COc1cccc(Cn2cccc(NC(=O)NC3CCCCC3)c2=O)c1
 : 24 | -7
CCCCc1nnc(NC(=O)CN(C)S(=O)(=O)c2ccc(C)cc2)s1
 : 1 | 7
COc1ccc(-c2cn(-c3cccc(C)c3)c(=O)[nH]2)cc1OC
 : 2 | -13
COc1ccc(NC(=O)c2ccc(C(=O)Nc3ccc(OC)cc3OC)cc2)c(OC)c1
 : -3 | -4
COc1cc(OC)cc(C(=O)NNC(=O)CNC(=O)c2ccc(Br)o2)c1
 : -1 | 2
Cc1cc(O)c(C2(C(F)(F)F)NCCNC2=O)cc1C (stereo unspecified)
 : -6 | -4
Cc1c2c(n3c(nc4ccccc43)c1C#N)N(CCCN(C)C)CC2
 : 15 | i
O=C1Nc2ccc([N+](=O)[O-])cc2OC1CCN1CCOCC1 (stereo unspecified)
 : 4 | 2
COc1ccc(Cl)cc1NC(=O)CN(C)C(=O)c1ccc2c(c1)OCCO2
 : -58 | -3
Cc1ccccc1OCCn1cc(C(=S)N2CCCC2)c2ccccc21
 : -4 | -10
Cc1nnc(SCC(=O)N(C)C2CCCCC2)n1C
 : -2 | 4
CC(C)(NC(=O)c1ccccc1)c1nc2ccccc2s1
 : -10 | -5
COCCn1c(=S)[nH]c2ccccc21
 : 0 | 4
COCCN1C(=O)/C(=C/c2ccc(N3CCCC3)cc2)SC1=S
 : -149 | -8
CCOC(=O)C1(C)CCCN(C(=O)c2ccc3c(c2)CCO3)C1 (stereo unspecified)
 : -6 | 6
CSc1ccccc1NC(=O)CCc1ccccc1
 : -12 | -8
CCc1nnc(SCC(=O)Nc2nnc(C)s2)n1CC1CCCO1 (stereo unspecified)
 : 7 | 4
CCN1CCN(C(=O)CSc2nc(N)cc(N)n2)CC1
 : -19 | 15
N#Cc1ccc(C(=O)N2CCCCC2c2cc(C(=O)Nc3ccccc3Cl)no2)cc1 (stereo unspecified)
 : -19 | 14
CC(=O)Nc1ccc(NC(=O)c2ccc(S(=O)(=O)N(C)c3ccccc3)cc2)cc1
 : 5 | 7
CCOC(=O)c1csc(CCNC(=O)c2ccccc2)n1
 : -8 | -2
NC(=O)C1(N2CCCCC2)CCN(C(=O)c2ccccc2)CC1
 : -3 | 2
COC(=O)c1cc(Cl)cc2c(CCO)c[nH]c12
 : -2 | 5
O=C(COC(=O)c1c(F)cccc1F)Nc1ccc(N2CCCCC2)cc1
 : -2 | 0
O=C(NCc1ccncc1)c1ccc2nc([C@@H]3O[C@H](CO)[C@H](O)[C@H](O)[C@H]3O)[nH]c2c1
 : 8 | -7
COc1ccccc1/C=N/NC(=O)C(=O)NCc1cccnc1
 : 8 | 0
N#CCCC(C#N)(c1cccnc1)N1CCOCC1 (stereo unspecified)
 : 10 | -5
CCCN(CCC)CCCOC(=O)c1ccc(Cl)cc1Cl
 : 3 | 17
CC/C(=N\NC(=O)CCC(=O)NCc1ccccc1)c1ccc(O)cc1
 : 30 | -20
COCCNC(=S)N(C)[C@H]1C[C@H]2c3cc(N4CCN(C)CC4)ccc3CCN2C(=O)[C@H]1[C@H](C)O
 : -3 | 3
CCOc1ccc(S(=O)(=O)N2CCN(C(=O)COc3ccc(Br)cc3)CC2)cc1
 : -25 | 3
Cc1ccc(S(=O)(=O)N2CCN(C(=O)COC(=O)CCOc3ccccc3)CC2)c(C)c1
 : -4 | 0
Cc1noc(C)c1S(=O)(=O)N1CCN(C(c2ccccc2)c2ccc(Cl)cc2)CC1 (stereo unspecified)
 : -15 | 1
Cc1cccc(C(=O)NCc2nnc(SCc3ccc(F)cc3)n2C)c1
 : -3 | -14
CCC(=O)N(Cc1cc2ccc(C)cc2n2nnnc12)C1CCCCC1
 : -10 | 10
CCc1nc(SCC(=O)Nc2ccc(OC)cc2[N+](=O)[O-])n[nH]1
 : -4 | 5
COc1ccc(-c2ccc(SCC(=O)c3ccc(F)cc3)nn2)cc1OC
 : -24 | 13
COCCOC(=O)c1c(NC(=O)CN2CCOCC2)sc(C(N)=O)c1C
 : 6 | -3

Further entries:
Fields – H9c2 TAG inh | H9c2 TAG inh DAPI viability
COC(=O)c1ccc(Oc2ccc3nnc(C)n3n2)cc1
 : 3 | -7
CCN(Cc1ccccc1)C(=O)C(C)OC(=O)c1cc(S(=O)(=O)Nc2c(C)n(C)n(-c3ccccc3)c2=O)ccc1C (stereo unspecified)
 : 2 | -4
CCC(=O)Nc1c2c(nn1-c1cccc(Cl)c1)CSC2
 : 18 | -7
O=C(O)C1c2ccccc2Cc2ccccc21
 : 5 | -10
COc1ccc2[nH]c3c(NCCC4=CCCCC4)ncnc3c2c1
 : -10 | 4
CCOC(=O)C1CCN(C(=O)c2cccc(S(=O)(=O)Nc3ccc(C)cc3C)c2)CC1
 : -6 | -10
O=C(Cn1cnc2cc([N+](=O)[O-])ccc2c1=O)Nc1ccc2c(c1)CCC2
 : 4 | 13
O=C(Nc1ccc(F)c(Cl)c1)C1CCCN(C2=NS(=O)(=O)c3ccccc32)C1 (stereo unspecified)
 : 10 | 0
Cc1ccc([N+](=O)[O-])c(NC(=O)COC(=O)CCNS(=O)(=O)c2cccs2)c1C
 : -3 | 2
Cc1ccc2nc(COc3ccc(N(C)S(=O)(=O)c4ccccc4)cc3)cc(=O)n2c1
 : 5 | -5
CCc1cc(Cn2nc(-c3ccccc3)cc2C(=O)NCc2ccccc2OC)on1
 : 40 | -27
Cc1ccc(C(=O)OC(C)C(=O)Nc2ccc(Cl)cn2)s1 (stereo unspecified)
 : -6 | -4
Cc1ccc(C2=NOC(C)(c3nnc(-c4ccccc4)o3)C2)cc1 (stereo unspecified)
 : 4 | -16
CCOC(=O)C(CCCOc1ccc(C(C)CC)cc1)C(=O)OCC (stereo unspecified)
 : -37 | -3
Cc1cc(C)c2c(=O)n3c(nc2c1)C(Cc1ccc(O)cc1)NC(=O)c1cccnc1-3 (stereo unspecified)
 : 0 | 0
O=C(CSc1nnnn1-c1cccc2c1CCCC2)N1CCCCC1
 : -25 | 13
COc1ccc(NC(=S)N(CCc2c(C)[nH]c3ccc(C)cc23)Cc2cccnc2)cc1
 : 9 | 8
Cc1ccc(S(=O)(=O)CCC(=O)OC(C)C(=O)NC2CCCCC2C)cc1 (stereo unspecified)
 : -14 | 11
Cc1ccc2c(c1)C(=O)N1[C@H]3c4ccccc4OC[C@@H]3[C@H](c3ccccc3)[C@]1(C)C(=O)N2
 : 0 | 3
CCCCCNC1=CC(=O)CC(c2ccccc2)C1 (stereo unspecified)
 : -18 | 3
O=C(O)c1sccc1Oc1ccc(F)cc1[N+](=O)[O-]
 : -6 | 1
CCN(Cc1ccccc1)S(=O)(=O)c1ccc(OC)cc1
 : -5 | 6
COC(=O)c1ccc(Nc2ccc3nonc3c2[N+](=O)[O-])cc1
 : -3 | 0
CN(C)CCCNC1=CC(=O)CC(c2ccccc2)C1 (stereo unspecified)
 : 2 | 2
COc1cc(OC)c2c(c1)OC(=O)CC2c1cc(OC)c(OC)c(OC)c1 (stereo unspecified)
 : 20 | -17
C=CCn1c(=O)c2c(nc(Br)n2Cc2ccccc2Cl)n(C)c1=O
 : -7 | 6
O=C(C(c1ccccc1)c1ccccc1)N1CCCc2ccccc21
 : -33 | -3
CCCN(CC(=O)Nc1ccccc1C)C(=O)C1CC(=O)N(c2ccccc2C(C)CC)C1 (stereo unspecified)
 : -4 | 4
CC1Cc2cc(/C(O)=C3/C(=O)C(=O)N(CCN4CCOCC4)C3c3cccc(Cl)c3)ccc2O1 (stereo unspecified)
 : 10 | 1
CS(=O)(=O)N(CCc1ccccc1)CC(=O)N1CCCCC1
 : -2 | -4

Part of the list above in a different format:
Structure: CS(=O)(=O)N(CCc1ccccc1)CC(=O)N1CCCCC1
  H9c2 TAG inh = -2
  H9c2 TAG inh DAPI viability = -4
Structure: O=C(Nc1ccc(F)c(Cl)c1)C1CCCN(C2=NS(=O)(=O)c3ccccc32)C1 (stereo unspecified)
  H9c2 TAG inh = 10
  H9c2 TAG inh DAPI viability = 0
Structure: Cc1cc(C)c2c(=O)n3c(nc2c1)C(Cc1ccc(O)cc1)NC(=O)c1cccnc1-3 (stereo unspecified)
  H9c2 TAG inh = 0
  H9c2 TAG inh DAPI viability = 0
Structure: CCOC(=O)C1CCN(C(=O)c2cccc(S(=O)(=O)Nc3ccc(C)cc3C)c2)CC1
  H9c2 TAG inh = -6
  H9c2 TAG inh DAPI viability = -10

(continued)
Fields – H9c2 TAG inh | H9c2 TAG inh DAPI viability
Cc1onc(-c2ccccc2Cl)c1C(=O)NCc1ccccc1F
 : 4 | -1
O=C(C[C@H]1C/C=C\C[C@@H](NC(=O)OCC2c3ccccc3-c3ccccc32)C(=O)O[C@@H](c2ccccc2)CNC1=O)N[C@H](CO)Cc1ccccc1
 : -16 | 5
COc1ccc(OC)c(/C=N/NC(=O)c2cccc3ccccc23)c1
 : -2 | -7
Cc1ccc(NC(=O)C2CCN(c3cnccn3)CC2)cc1C
 : 2 | 10
C/C=C\C=C/C(=O)Nc1cccc(C2=NOC3(C2)C[C@H](C(N)=O)N(C(=O)Cc2ccc([N+](=O)[O-])cc2)C3)c1 (stereo partly specified)
 : -20 | 4
CCN(CC)c1ccc(/C=N/NC(=O)Cc2ccc(OC)c(OC)c2)cc1
 : 14 | 3
O=C(NCc1cccs1)c1csc([C@H]2C[C@H](O)[C@@H](CO)O2)n1
 : -10 | 3
CCCOc1ccc(/C=C/C(=O)NC2CCCCC2)cc1
 : 27 | -7
CCCCn1c(N)c(N(CC(C)C)C(=O)COc2cc(C)ccc2Cl)c(=O)[nH]c1=O
 : 11 | -4
Cc1cccc(-c2cc3nc(C)c(C)c(NCCCn4ccnc4)n3n2)c1
 : -2 | 17
COc1cccc(N2CC(NS(=O)(=O)c3cccnc3)CC2=O)c1 (stereo unspecified)
 : 2 | -8
O=C(CSCc1c(F)cccc1Cl)NNC(=S)NC1CCCCC1
 : -1 | 1
COC(=O)CC(N)c1ccc(Br)cc1 (stereo unspecified)
 : 1 | -4
O=C(N1CCOCC1)N1CCCN(C(=O)N2CCOCC2)CC1
 : 8 | 5
O=C(CNC(=O)/C(=C/c1ccccc1)NC(=O)c1ccc(Br)cc1)OCc1ccccc1
 : 13 | -14
Cc1ccc(C2(C)NC(=O)N(CC(=O)Nc3cc(S(=O)(=O)N4CCOCC4)ccc3C)C2=O)cc1 (stereo unspecified)
 : -1 | 6
COc1ccc(C(=Cc2ccccc2)C(=O)O)cc1
 : 4 | 3
CC12CCC(=O)N1C(C(=O)O)Cc1c2[nH]c2ccccc12 (stereo unspecified)
 : 2 | 2
Cc1cc(C(=O)Nc2nc3c(C)cccc3s2)c(C)o1
 : 32 | -1
O=C(N/N=C/c1ccncc1)c1cc2ccccc2o1
 : -1 | 6
O=C(NC1CC(=O)N(c2cccc(F)c2)C1)N1CCN(C(=O)c2ccco2)CC1 (stereo unspecified)
 : 23 | -8
Cc1cccc(C(C)C)c1NC(=O)CSc1cccc[n+]1[O-]
 : 4 | -4
O=C(O)CSCC(=O)Nc1ccc(Br)c(C(F)(F)F)c1
 : 6 | -2
CC(NC(=O)CCn1nc(-c2ccc(Cl)cc2)ccc1=O)c1ccccc1 (stereo unspecified)
 : 4 | 3

3 of the compounds above, field by field:
CCCCCC(=O)N1CC2(CC(c3cccc(NC(=O)COc4ccc(Cl)cc4)c3)=NO2)C[C@@H]1C(N)=O (stereo partly specified)
  H9c2 TAG inh: -9	H9c2 TAG inh DAPI viability: 10
COc1cccc(Cn2cccc(NC(=O)NC3CCCCC3)c2=O)c1
  H9c2 TAG inh: 24	H9c2 TAG inh DAPI viability: -7
CCCCc1nnc(NC(=O)CN(C)S(=O)(=O)c2ccc(C)cc2)s1
  H9c2 TAG inh: 1	H9c2 TAG inh DAPI viability: 7
